Source: PubChem
Avidin fluor: green autofluorescence of compounds with avidin beads – biophysical, 488/530 nm, flow cytometry, artefact control, profiling panel | compound fluorescence 488/530 nm; hits give high values | fluorescence (KMESF) at 10 µM | 220,000 compounds, 0.38% hits; in the data active = fluorescence above about 47; note: inactives centre near 10
GSH bead fluor: compound fluorescence on glutathione beads, profiling panel, artefact control, biophysical, 488/530 nm, flow cytometry; GSH beads flow cytometry, compound fluorescence 488/530 nm; hits give high values; fluorescence (KMESF) at 10 µM; AID 1776, 2009; 190,000 compounds, 0.25% hits; in the data active = fluorescence above about 89;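 note: glutathione beads carrying GST-tagged Bcl family fusion proteins plus one bare bead set; values are compound well signal with DMSO vehicle wells as background; inactives centre near 16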
RGS7-Gao reg: RGS7-Galphao binding modulators, primary screen, biochemical, multiplexed bead flow cytometry; Guanine nucleotide-binding protein G(o) subunit alpha (Homo sapiens), P09471; actives lie on both sides; binding response (% of control), % at 10 µM; 220,000 compounds, 0.35% hits; AID 1439, 2008; in the data active = binding response below about 49% or above about 150%; inconclusive = no clear call, values can overlap the other calls; inactive = in between;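 note: fluorescent Galphao held in activated GDP-AlF4 state binding bead-coupled RGS7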
Target sequence (P09471 whole entry, looked up): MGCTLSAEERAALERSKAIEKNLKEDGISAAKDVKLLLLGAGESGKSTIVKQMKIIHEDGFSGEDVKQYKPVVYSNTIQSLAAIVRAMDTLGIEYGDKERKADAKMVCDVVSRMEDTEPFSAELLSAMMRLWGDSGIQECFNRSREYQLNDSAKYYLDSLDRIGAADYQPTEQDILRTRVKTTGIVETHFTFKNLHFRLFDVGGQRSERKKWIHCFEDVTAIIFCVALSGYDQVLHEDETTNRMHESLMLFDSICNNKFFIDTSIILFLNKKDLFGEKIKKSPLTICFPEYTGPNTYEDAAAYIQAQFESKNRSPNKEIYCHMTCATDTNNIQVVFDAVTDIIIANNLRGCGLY
Mcl1-Bid inh: Mcl-1/Bid binding inhibitors, primary screen, biochemical, TR-FRET, 1536-well. Induced myeloid leukemia cell differentiation protein Mcl-1 (Homo sapiens), Q07820. TR-FRET Mcl-1/Bid-Dy647 peptide binding. inhibition, % at 21.7 µM. 220,000 compounds, 0.97% hits. AID 1021, 2008;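 active = compounds that cut the binding signal by more than half at the single screening dose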;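 note: His-tagged Mcl-1 with europium anti-His antibody binding Bid BH3 peptide; 0% = Mcl-1 plus peptide wells and 100% = peptide-only wells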
Target sequence (Q07820 whole entry, looked up): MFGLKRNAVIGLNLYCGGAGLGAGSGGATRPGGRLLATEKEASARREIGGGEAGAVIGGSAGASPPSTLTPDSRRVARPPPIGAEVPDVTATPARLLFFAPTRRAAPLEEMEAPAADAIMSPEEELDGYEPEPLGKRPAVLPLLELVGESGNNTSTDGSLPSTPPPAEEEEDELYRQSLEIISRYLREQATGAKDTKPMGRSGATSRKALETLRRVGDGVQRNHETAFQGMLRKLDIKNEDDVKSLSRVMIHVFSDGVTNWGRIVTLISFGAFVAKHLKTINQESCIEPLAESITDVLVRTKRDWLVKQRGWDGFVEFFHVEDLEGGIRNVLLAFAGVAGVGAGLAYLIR
RGS8-Gao reg: RGS8-Galphao binding modulators, primary screen, biochemical, multiplexed bead flow cytometry; Guanine nucleotide-binding protein G(o) subunit alpha (Homo sapiens), P09471; actives lie on both sides; response (percent of control binding), % at 10 µM; 220,000 compounds, 0.34% hits; in the data active = response below about 60% or above about 140%; inactive = in between;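 note: Galphao activated as the GDP aluminium fluoride complex binding bead-coupled RGS8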
ABCB1 inh: ABCB1 efflux pump inhibitors, primary screen, cell-based, multiplex, flow cytometry, ABCG2 counter-screen | CCRF-Adr cells, JC-1 efflux | inhibition, % at 6.6 µM | 190,000 compounds, 0.067% hits | AID 1326, 2008; in the data active = inhibition above about 40%;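 note: 0% = vehicle and 100% = reference inhibitor; higher value means more JC-1 retained so stronger ABCB1 efflux block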
RGS4-Gao reg: modulators of RGS4 binding to Galphao, primary screen, biochemical, multiplexed bead flow cytometry. actives lie on both sides. binding response (% of control), % at 10 µM. 220,000 compounds, 0.33% hits; in the data active = binding response below about 49% or above about 150%; inactive = in between;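 note: fluorescent Galphao activated with aluminum fluoride binding bead-coupled RGS4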
ABCG2 inh: ABCG2 efflux pump inhibitors, primary screen, multiplex with ABCB1, IgMXP3 cells, flow cytometry. inhibition, % at 6.6 µM. 190,000 compounds, 0.1% hits. JC-1 efflux. Broad substrate specificity ATP-binding cassette transporter ABCG2 (Homo sapiens), Q9UNQ0;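 active = inhibition above 80%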;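 note: 0% = DMSO and 100% = nicardipine control wells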
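Test system: IgMXP3 (ABCG2) plus far-red-tagged CCRF-Adr (ABCB1) cells / Amount: 3 million cells/mL in well / Reagent: JC-1 transporter substrate / Timing: 10 min compound exposure, 25 °C / Signal: flow cytometry, 530 nm JC-1 signal / Read-out: percent efflux inhibition, scaled nicardipine 100% to DMSO 0% / Benchmarks: nicardipine as high control, DMSO as low control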
Mcl1 Noxa PPI: Mcl-1/Noxa binding inhibitors, primary screen, biochemical, TR-FRET, 1536-well; Induced myeloid leukemia cell differentiation protein Mcl-1 (Homo sapiens), Q07820; AID 1022, 2008; inhibition, % at 21.7 µM; TR-FRET Mcl-1/Noxa peptide binding, 2 h; 220,000 compounds, 1.5% hits;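 active = compounds that cut the protein-peptide binding signal by more than 50% relative to plate controls in a single-dose test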;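 note: His-tagged Mcl-1 with rhodamine Noxa BH3 peptide and terbium anti-His antibody; 0% = Mcl-1 plus Noxa peptide wells and 100% = peptide-only wells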
Pf gamet viab: late stage P. falciparum gametocyte viability inhibitors, primary screen, ATP luminescence, HTS; P. falciparum stage V gametocytes, 24 h; 150,000 compounds, 0.065% hits; inhibition, % at 10.9 µM;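 active = inhibition above the mean plus 3 SD of compounds within the control limits, set per campaign, cut at about 38% in these data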;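 note: 0% = DMSO wells and 100% = medium only without gametocytes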
Mcl-1 Bim block: inhibitors of Bim peptide binding to Mcl-1, primary screen, biochemical, bead-based flow cytometry, multiplex; 190,000 compounds, 0.1% hits; Bim peptide-Mcl-1 binding; AID 1009, 2008; Induced myeloid leukemia cell differentiation protein Mcl-1 (Homo sapiens), Q07820; inhibition, % at 10 µM; in the data active = inhibition above about 40%;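 note: 0% = no compound tracer wells and 100% = peptide blocker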
* marks the source's active call; other numbers are inactive results; ? = inconclusive; . = not tested or not shown.

SMILES	Avidin fluor	GSH bead fluor	RGS7-Gao reg	Mcl1-Bid inh	RGS8-Gao reg	ABCB1 inh	RGS4-Gao reg	ABCG2 inh	Mcl1 Noxa PPI	Pf gamet viab	Mcl-1 Bim block
CC(=O)C1C(c2ccncc2)NC(=O)NC1(O)C(F)(F)F (stereo unspecified)	31	21	101	-16	99	-0.6	101	3	0	.	-4
COC(=O)C(NC(=O)c1ccccc1)c1ccccc1 (stereo unspecified)	8	32	99	-2	103	0.1	102	-1	9	-10	-4
NC(=O)c1cc(-c2ccncc2)nc2ccc(Cl)cc12	10	16	89	-12	93	0.9	94	4	12	-10	0
Cc1ccc(CSCC(=O)Nc2c(C)n(C)n(-c3ccccc3)c2=O)cc1	15	7	98	-18	102	0.3	96	3	-2	5	0
CC(C)(C)NS(=O)(=O)c1ccc(CCC(=O)NCc2ccc3c(c2)OCO3)cc1	7	15	101	-10	99	1.0	99	-2	-9	.	-7
COc1nc(NCCC2=CCCCC2)nc(OC)n1	10	6	100	-14	103	0.7	101	4	-10	.	-7
Cc1ccc2oc(=O)c(/C=C(\O)c3cccs3)nc2c1	5	.	?	-81	102	.	104	.	21	-6	.
CCC(NS(=O)(=O)c1ccc(C)cc1)C(=O)O (stereo unspecified)	30	22	109	-26	104	0.8	106	14	-4	-23	-2
Nc1nnc(COc2cccc(C(F)(F)F)c2)s1	24	26	103	2	94	-0.1	104	7	5	7	-2
NNC(=O)c1sc2nc(N3CCOCC3)c3c(c2c1N)CCCC3	9	.	?	-89	100	.	92	.	17	0	.
Cn1c(=O)oc2cc(S(=O)(=O)NCCC(=O)NCCc3ccc(Cl)cc3)ccc21	10	14	99	-22	102	0.5	102	2	-7	.	0
CCN(C(=O)c1ccc(Br)cc1)c1ccccc1	9	10	93	-26	98	-0.1	97	0	10	3	-2
Cc1ccc(OCC(=O)Nc2ccc3c4c(cccc24)CC3)c(C)c1	14	14	99	-14	102	0.2	100	1	5	5	-4
O=C(NCc1ccco1)Nc1ccccc1Cl	21	31	97	-18	96	0.4	94	1	-3	-26	-2
c1cn2c(NC3CCCC3)c(-c3ccc(N4CCOCC4)cc3)nc2cn1	6	15	99	-50	98	0.9	97	4	16	.	0
c1ccc(Cn2c(CNc3nc4ccccc4n3CCN3CCCCC3)nc3ccccc32)cc1	3	27	103	-11	92	27	103	7	13	.	1
O=C1/C(=C/c2cccc(Cl)c2)CSc2sccc21	4	.	?	-6	100	.	103	.	7	-22	.
CCOC(=O)C1=C(CC)Nc2ccccc2N/C1=N\S(=O)(=O)c1ccc2ccccc2c1	22	13	101	-6	100	-0.1	102	-1	1	.	-1
CC(=O)C(C(C)=O)C1(O)C(=O)c2ccccc2C1=O	2	11	100	-8	86	0.2	94	1	2	15	-4
CCOC(=O)C1CCN(C(=O)CN(C)S(=O)(=O)c2cc(C)ccc2OC)CC1	7	26	103	-10	103	0.5	101	2	12	1	0
COC(=O)c1ccc(CNC(=O)c2coc3ccccc3c2=O)cc1	22	12	99	-15	100	-0.4	101	0	-15	.	0
C/C(=N\NC(=O)c1csc(C)c1C)c1ccco1	6	31	98	23	102	0.3	100	2	22	.	24
O=C1NCC(COc2ccc(Cl)cc2)O1 (stereo unspecified)	11	15	102	-7	101	0.5	102	1	12	.	-3
O=C(N1CCOCC1)C(F)(F)C(=O)N1CCOCC1	8	15	101	-6	102	0.1	103	1	1	4	0
Cn1c(N=NC(=O)c2ccccc2)c(O)c2ccccc21	4	6	102	-44	102	0.9	106	6	-10	23	1
Clc1ccc(-c2noc(CN(Cc3ccccn3)CC3CCCO3)n2)cc1 (stereo unspecified)	11	13	99	-30	103	1.2	100	3	2	.	-4
Cc1ccc(NC(=O)Cn2nc(C)c(S(=O)(=O)N(C)C)c2C)cc1	8	13	?	-27	101	-0.7	101	1	5	3	-3
CCNc1nnc(CSc2nc3ccccc3s2)s1	7	15	101	-15	100	0.3	97	3	12	-14	0
O=C(O)c1cnc(-c2ccccc2)nc1C(F)(F)F	6	12	93	-5	98	0.6	98	6	13	2	0
Cc1cc2ncn(CC(O)COC3CCCCC3)c2cc1C (stereo unspecified)	21	20	100	-2	103	0.1	103	1	5	.	1
Cc1ccccc1/C=c1\s/c(=C\C(=O)C(C)(C)C)[nH]c1=O	14	19	101	-26	99	0.3	100	2	17	18	2
O=S(=O)(Nc1ccc(Cc2ccncc2)cc1)c1ccc(Cl)cc1	6	10	108	-14	111	1.3	115	3	-30	10	-3
Cc1ccccc1-c1cc(C(=O)Nc2nc3c(s2)CCCC3)c2ccccc2n1	26	15	109	-6	120	0.2	107	1	5	3	-3
Cc1ccc(C2CC(c3cccc(Br)c3)n3nc(N)nc3N2)cc1 (stereo unspecified)	7	11	101	-25	101	0.3	104	2	-9	.	4
O=C(/C=C/c1ccco1)N(c1ccccn1)c1ccccn1	21	11	93	-66	98	0.0	94	-1	62*	-15	3
COc1ccc(C2C(C#N)=C(N)N(c3ccccc3C#N)C3=C2C(=O)CCC3)cc1CN1CCCC1 (stereo unspecified)	5	10	98	-13	100	-0.5	100	7	-7	-14	-4
O=C(NCCCN1CCOCC1)C(=O)N/N=C/c1ccccc1	8	9	102	-2	107	0.2	102	6	9	-11	0
CCC(C)NC(=O)c1c(F)c(F)c(F)c(F)c1F (stereo unspecified)	22	15	91	2	96	0.1	93	0	-21	.	-5
COc1ccc(/C=C/C(=O)Nc2cc(S(=O)(=O)N3CCCCC3)ccc2N2CCCCC2)cc1OC	10	20	103	10	100	1.1	101	3	9	-24	-1
O=C(Cn1c(CO)nc2ccccc21)Nc1cc(C(F)(F)F)ccc1N1CCOCC1	10	42	105	-26	101	0.5	105	4	7	.	0

An excerpt from the list above:
SMILES	Avidin fluor	GSH bead fluor	RGS7-Gao reg	Mcl1-Bid inh	RGS8-Gao reg	ABCB1 inh	RGS4-Gao reg	ABCG2 inh	Mcl1 Noxa PPI	Pf gamet viab	Mcl-1 Bim block
Cc1ccc(NC(=O)Cn2nc(C)c(S(=O)(=O)N(C)C)c2C)cc1	8	13	?	-27	101	-0.7	101	1	5	3	-3
CCNc1nnc(CSc2nc3ccccc3s2)s1	7	15	101	-15	100	0.3	97	3	12	-14	0

Following part.
SMILES	Avidin fluor	GSH bead fluor	RGS7-Gao reg	Mcl1-Bid inh	RGS8-Gao reg	ABCB1 inh	RGS4-Gao reg	ABCG2 inh	Mcl1 Noxa PPI	Pf gamet viab	Mcl-1 Bim block
CC(C)OCCCNC(=O)CNC(=O)c1cccs1	21	23	102	10	103	0.4	102	0	9	.	-5
O=C(NC1CCCCNC1=O)c1ccc(Cl)cc1 (stereo unspecified)	11	13	102	-23	101	0.5	96	1	7	7	-5
COc1cc(NC(=S)NC(=O)c2ccccc2F)ccc1NC(=O)c1cccs1	9	25	99	-27	100	0.0	101	0	6	29	0
CCn1cc(/C=N\NC(=O)C2(C)CC2(Cl)Cl)c(C)n1 (stereo unspecified)	4	11	96	-2	100	0.0	100	10	8	-1	-2
O=C(CN1CCN(Cc2ccc3c(c2)OCO3)CC1)N1CCc2[nH]c3ccc(F)cc3c2C1	15	19	98	-35	103	0.8	98	6	9	.	2
Cn1c(=O)[nH]c2cc(Cl)cnc21	5	23	101	-27	102	0.0	101	0	7	15	1
COc1ccc(C2=Nn3c(nnc3-c3cc(C)[nH]n3)SC2)cc1	7	.	?	-12	99	.	97	.	-7	13	.
O=S(=O)(NCc1ccccn1)c1ccc(Cl)c(C(F)(F)F)c1	11	11	106	-3	104	-0.1	104	0	11	-20	-3
O=C(/C(=C/c1ccc(Cl)cc1)c1nc2ccccc2[nH]1)c1ccccc1	5	25	107	-8	105	-0.1	105	0	7	.	-1
COc1cc(OC)c(-c2c3cc(O)c(=O)cc-3oc3cc(O)c(O)cc23)cc1OC	-1	283*	-3.2*	-85	32*	0.4	37*	0	-70	14	.
Cc1csc(SCC(=O)NCCc2ccc(Cl)cc2Cl)n1	11	10	98	-6	101	0.4	98	9	16	-9	-3
COC(=O)[C@@H]1C[C@@]2(O)[C@@H](O)[C@@H](O)[C@@H](O)C[C@H]2N1CC1CCCCC1	9	.	?	-52	103	.	106	.	-4	-17	.
CC(=O)c1cccc(NC(=O)CC2Oc3ccc(C)cc3NC2=O)c1 (stereo unspecified)	4	19	93	-22	86	-2.4	94	-5	-2	.	-1
COc1cc(C=O)ccc1OCCOCCOc1ccccc1Cl	8	33	96	-14	101	0.0	99	0	.	2	3
CCOc1ccc(S(=O)(=O)N(CC)CC)cc1NS(=O)(=O)c1ccc(F)c(F)c1F	15	10	100	-27	99	-0.2	95	-11	3	5	-2

Exported as labelled records: part of the list above
O=C(/C(=C/c1ccc(Cl)cc1)c1nc2ccccc2[nH]1)c1ccccc1
  Avidin fluor: 5
  GSH bead fluor: 25
  RGS7-Gao reg: 107
  Mcl1-Bid inh: -8
  RGS8-Gao reg: 105
  ABCB1 inh: -0.1
  RGS4-Gao reg: 105
  ABCG2 inh: 0
  Mcl1 Noxa PPI: 7
  Pf gamet viab: .
  Mcl-1 Bim block: -1
COc1cc(OC)c(-c2c3cc(O)c(=O)cc-3oc3cc(O)c(O)cc23)cc1OC
  Avidin fluor: -1
  GSH bead fluor: 283*
  RGS7-Gao reg: -3.2*
  Mcl1-Bid inh: -85
  RGS8-Gao reg: 32*
  ABCB1 inh: 0.4
  RGS4-Gao reg: 37*
  ABCG2 inh: 0
  Mcl1 Noxa PPI: -70
  Pf gamet viab: 14
  Mcl-1 Bim block: .

A second format for some results above:
Values run as follows: Avidin fluor, GSH bead fluor, RGS7-Gao reg, Mcl1-Bid inh, RGS8-Gao reg, ABCB1 inh, RGS4-Gao reg, ABCG2 inh, Mcl1 Noxa PPI, Pf gamet viab, Mcl-1 Bim block
> CCn1cc(/C=N\NC(=O)C2(C)CC2(Cl)Cl)c(C)n1 (stereo unspecified)
  4, 11, 96, -2, 100, 0.0, 100, 10, 8, -1, -2
> O=C(/C(=C/c1ccc(Cl)cc1)c1nc2ccccc2[nH]1)c1ccccc1
  5, 25, 107, -8, 105, -0.1, 105, 0, 7, ., -1
> Cc1csc(SCC(=O)NCCc2ccc(Cl)cc2Cl)n1
  11, 10, 98, -6, 101, 0.4, 98, 9, 16, -9, -3
